# PolyA inh: yeast polyadenylation inhibition | S. cerevisiae SKY197-pL101 polyadenylation reporter, beta-gal luminescence; efflux-impaired pdr1/pdr3 knockout yeast; score 100 = 6 SD above DMSO | 0.02% of 300,000 active | calls only at 12 µM | AID 1875;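 active = lowest replicate activity score at least 50, where 100 means six control SD above control mean; inconclusive = lowest score under 50 but half or more replicates reach 50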;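 also: yeast exposed to compound for 9 h at 30 °C; higher score means more reporter readthrough which indicates perturbed polyadenylation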
# HSF-1 act: increases HSF-1 driven luciferase reporter signal | 1.7% of 300,000 active | NIH3T3-HGL HSF-1 luciferase reporter, MG132, 8 h; 100% = twice DMSO control signal | activation, % at 9 µM;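 active = mean replicate activation of at least 50% with a set share of replicates each reaching 50%; inconclusive = only one of those two conditions met; inactive = mean below 50% and too few replicates reaching it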;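 also: 0% = median of the neutral control wells and 100% = twice that signal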
# IEC-6 tox: IEC-6 cytotoxicity, counter-screen for KLF5 inhibitors | 0.78% of 290,000 active | AID 1825 | luminescence viability | inhibition, % at 5 µM; in the data active = inhibition above about 22%;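 also: 0% = plate median of test compound wells and 100% = cytotoxic reference compound wells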
# HSP90 inh: blocks HSP90-mediated luciferase refolding in reticulocyte lysate; Rabbit reticulocyte lysate, luciferase refolding luminescence, 3 h; inhibition, % at 5.6 µM; 0.91% of 290,000 active;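 active = inhibition above the screen-wide mean plus 3 SD, computed separately per campaign, cut at about 16% in these data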;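 also: 0% = DMSO wells and 100% = 60 µM geldanamycin wells; inhibitors lower the luminescence because luciferase stays unfolded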
# AI-2 QS mod: Vibrio harveyi AI-2 quorum sensing modulation; Vibrio harveyi JMH597 AI-2 luminescence/OD600 ratio, 9 h; active compounds read low; strain lacks LuxN and CqsS sensors; 0 = neutral-control median; activity change, % at 7.5 µM; 0.4% of 300,000 active; AID 2094; in the data active = activity change below about -75%, passing the limit was not always enough; inconclusive = no clear call, values can overlap the other calls;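 also: luminescence divided by OD600 gain over 9 h not by final OD600 alone; inactives centre near 13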
# KLF5 inhibitor: inhibitors of KLF5 expression. 0.23% of 290,000 active. DLD-1 KLF5 promoter-luciferase reporter, luminescence. AID 1700. inhibition, % at 5 µM;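 active = inhibition above a per-plate limit of that plate's mean compound inhibition plus 3 SD, cut at about 60% in these data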;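 also: 0% = DMSO wells and 100% = LY294002 at 200 µM; higher means less KLF5 promoter-driven luciferase light; inactives centre near -14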
# GSK3B inh: inhibitors of human GSK3beta kinase; GST-GSK3beta kinase, ADP-Glo luminescence, 60 min; active compounds read low; activity score (negative = inhibition), % at 10 µM; 0.038% of 300,000 active; AID 2097;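 active = more than half of replicate wells score below -50%, meaning over 50% inhibition versus plate controls; inconclusive = some replicates but at most half score below -50%; inactive = no replicate scores below -50%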;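 also: 0% = median DMSO wells and -100% = median GW8510 positive control wells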
# Target sequence (P49841 whole entry, looked up): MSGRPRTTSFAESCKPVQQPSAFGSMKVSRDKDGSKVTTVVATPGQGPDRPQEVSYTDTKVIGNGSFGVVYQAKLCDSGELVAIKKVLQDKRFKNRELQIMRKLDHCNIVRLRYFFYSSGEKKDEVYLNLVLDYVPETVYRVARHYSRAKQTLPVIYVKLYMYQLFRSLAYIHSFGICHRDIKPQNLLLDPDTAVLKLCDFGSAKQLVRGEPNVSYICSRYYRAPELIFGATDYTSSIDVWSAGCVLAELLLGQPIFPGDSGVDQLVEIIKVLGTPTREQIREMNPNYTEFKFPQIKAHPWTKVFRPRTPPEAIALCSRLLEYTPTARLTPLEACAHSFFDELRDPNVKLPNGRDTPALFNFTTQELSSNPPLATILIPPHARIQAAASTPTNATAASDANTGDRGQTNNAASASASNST
#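 Test system: GST-fused GSK3beta enzyme, cell-free | Quantity: 1.6 ng GST-GSK3beta enzyme per well | Reagent: 25 µM ATP with peptide substrate | Schedule: 60 min enzyme reaction, room temperature | Signal: Luminescent ADP-Glo measurement of ADP formed | Read-out basis: Score relative to plate controls | Control set: DMSO and 20 µM GW8510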
# aSyn UTR inh: MLPCN primary screen, SNCA 5' untranslated region. inhibition, % (tested at 7.5 µM). alpha-synuclein 5'UTR reporter, inhibitor activity. 0.82% of 300,000 active; in the data active = inhibition above about 60%; inconclusive = no clear call, values can overlap the other calls;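 also: H4 neuroglioblastoma cells stably carrying SNCA 5'UTR luciferase fusion; 0% = DMSO wells and 100% = positive control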
# GSK3 alpha inh: blocks human GSK-3 alpha kinase | P49840 | ADP-Glo luminescence, 60 min | inhibition, % at 10 µM | 0.1% of 320,000 active;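 in the data active = inhibition above about 50%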;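 also: GST-tagged GSK-3 alpha with peptide substrate and 25 µM ATP; 0% = DMSO neutral wells and 100% = GW8510 positive control wells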
# Target sequence (P49840 whole entry, looked up): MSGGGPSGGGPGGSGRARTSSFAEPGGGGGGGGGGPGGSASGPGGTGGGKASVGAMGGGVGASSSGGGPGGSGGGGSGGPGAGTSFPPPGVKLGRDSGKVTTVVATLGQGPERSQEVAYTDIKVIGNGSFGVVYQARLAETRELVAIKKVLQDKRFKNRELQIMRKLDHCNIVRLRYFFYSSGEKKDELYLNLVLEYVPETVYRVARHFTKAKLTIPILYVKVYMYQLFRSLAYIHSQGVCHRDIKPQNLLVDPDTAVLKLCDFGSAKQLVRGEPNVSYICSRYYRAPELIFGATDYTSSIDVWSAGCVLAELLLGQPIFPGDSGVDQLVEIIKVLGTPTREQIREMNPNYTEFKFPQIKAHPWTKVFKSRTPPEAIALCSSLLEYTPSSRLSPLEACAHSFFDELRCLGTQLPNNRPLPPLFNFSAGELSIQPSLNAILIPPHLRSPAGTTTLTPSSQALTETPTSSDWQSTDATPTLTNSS
# HSF1 inhib: HSF1 inhibition. activity change, negative = inhibition, % at 7.5 µM (by protocol). NIH3T3-HGL HSE-luciferase, MG132-induced, luminescence 8 h; active compounds read low. 0.77% of 300,000 active;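 active = more than half of replicate wells show activity change below -50%, luminescence cut by over half; inconclusive = some wells, but at most half, below -50%; inactive = no replicate well below -50%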;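 also: luciferase reports HSF-1 transcriptional activity via heat shock element; 0% = median of DMSO wells and -100% = zero luminescence signal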
# Starred values were filed as active, the others as inactive; i = inactive; ? = inconclusive; · = no result given. These rows are one share of the data; count on the stated rates, not on these rows.
SMILES,PolyA inh,HSF-1 act,IEC-6 tox,HSP90 inh,AI-2 QS mod,KLF5 inhibitor,GSK3B inh,aSyn UTR inh,GSK3 alpha inh,HSF1 inhib
CCc1cc(=O)oc2cc(OCC(=O)N3CCCc4ccccc43)ccc12,i,-13,-2,0,11,7,1,22,-4,-2
COc1cc(/C=C/C(=O)OCC(=O)N2CCN(S(=O)(=O)c3ccc(C)cc3C)CC2)ccc1O,i,7,8,1,19,-17,-1,-5,-3,-1
COc1ccc(N2CCN(CC(=O)N3c4ccccc4CC3C)CC2)cc1 (stereo unspecified),i,4,9,0,16,1,4,9,-4,3
NS(=O)(=O)c1ccc(NC(=O)/C=C/c2ccccc2[N+](=O)[O-])cc1,i,19,1,1,5,-8,-4,-12,-2,-3
O=C(COC(=O)Cc1n[nH]c(=O)c2ccccc12)Nc1cccc(C(F)(F)F)c1,i,1,3,4,-60,-17,0,0,0,-2
O=c1c(Br)c(N2CCCCC2)cnn1-c1ccccc1,i,31,-1,5,10,-163,0,-55,1,31
C=CCOc1c(CNc2ccc(S(N)(=O)=O)cc2)cccc1OC,i,-19,-10,-5,·,-1,·,-7,-1,-2
O=C(N/N=C/c1ccco1)C1COc2ccccc2O1 (stereo unspecified),i,0,2,0,21,-29,7,20,0,-3
c1ccc(CCOn2ccnc2)cc1,i,3,0,0,10,3,2,7,-1,-1
O=C(O)COc1ccc(Br)cc1/C=N\Nc1ccccn1,i,11,-3,-2,20,-24,0,11,0,-3
Cc1cccc(C(=O)N2CCN(S(=O)(=O)c3ccc4c(c3)OCCCO4)CC2)c1[N+](=O)[O-],i,0,-2,-2,27,-26,-4,11,2,4
CCCCn1c(NC(C)CC)nc2c1c(=O)[nH]c(=O)n2C (stereo unspecified),i,-7,1,-3,26,-12,1,6,1,-6
CSCC(=O)N1CCCC(C(=O)c2cc(F)ccc2F)C1 (stereo unspecified),i,-8,-8,-3,1,-17,3,2,-1,-5
CCS(=O)(=O)c1ccc(O)c(N2C(=O)C3C4C=CC(C4)C3C2=O)c1 (stereo unspecified),i,-4,0,1,7,-4,-11,15,-2,-1
CC[C@@H](C)[C@@H](C(=O)N1CCNCC1)n1cc(CCC(=O)O)nn1,i,-7,2,9,26,-1,0,-6,·,-3
Cc1cc(C(=O)NCc2ccc(S(N)(=O)=O)cc2)cs1,i,-1,1,5,20,-7,1,-5,5,-3
COc1cscc1C(N)=O,i,-9,-2,1,0,-8,-1,2,-1,-6
CCCCOc1ccc(C2(C)CC(=O)NC2=O)cc1 (stereo unspecified),i,24,4,4,-29,-31,-7,-36,-4,7
Nc1cc(OCC(F)(F)F)cc(OCC(F)(F)F)c1,i,6,4,-3,67,2,2,-13,-2,11
COc1ccccc1CNC(=O)CCS(=O)(=O)Cc1ccc(C)cc1,i,-6,-1,4,9,-31,0,43,-2,0
COc1ccc(C(=O)Nc2nc(C)c(C(=O)N(C)C)s2)cc1OC,i,15,9,1,17,-45,-1,-54,-1,-6
C/C(=N\NC(=O)c1nc2ccccn2c1C)c1cccc([N+](=O)[O-])c1,i,22,5,0,15,-6,1,2,0,-1
[N-]=[N+]=N[C@@H](CCN1CC[C@H](NC(=O)OCc2ccccc2)CCC1=O)c1ccccc1,i,27,-1,0,19,7,-3,8,-1,11
COc1ccc(CCNC(=O)c2cc(C(=O)c3cc(Cl)ccc3O)cn(CCc3ccc(OC)cc3)c2=O)cc1,i,0,2,2,2,19,-5,8,2,6
CC(=O)Nc1ccc(C(=O)CSc2nccc(=O)[nH]2)cc1,i,14,0,-2,0,-18,-4,-20,-2,1

# Three structures already listed, ordered by length of the SMILES, descending.
SMILES,PolyA inh,HSF-1 act,IEC-6 tox,HSP90 inh,AI-2 QS mod,KLF5 inhibitor,GSK3B inh,aSyn UTR inh,GSK3 alpha inh,HSF1 inhib
O=C(COC(=O)Cc1n[nH]c(=O)c2ccccc12)Nc1cccc(C(F)(F)F)c1,i,1,3,4,-60,-17,0,0,0,-2
CCS(=O)(=O)c1ccc(O)c(N2C(=O)C3C4C=CC(C4)C3C2=O)c1 (stereo unspecified),i,-4,0,1,7,-4,-11,15,-2,-1
Nc1cc(OCC(F)(F)F)cc(OCC(F)(F)F)c1,i,6,4,-3,67,2,2,-13,-2,11

# Remaining list, next part.
SMILES,PolyA inh,HSF-1 act,IEC-6 tox,HSP90 inh,AI-2 QS mod,KLF5 inhibitor,GSK3B inh,aSyn UTR inh,GSK3 alpha inh,HSF1 inhib
CC1CCN(C(=O)Cn2nnc(-c3ccc(N)cc3)n2)CC1,i,15,5,2,22,-34,-1,17,-2,3
O=C(Nc1nnc(-c2ccccn2)o1)c1ccc(Br)cc1,i,15,-6,-2,34,9,-1,-26,-1,-6
CCOC(=O)C(C(=O)Nc1ccccn1)C1CCCCC1 (stereo unspecified),i,24,5,3,8,14,4,-25,-1,4
Cc1noc(NS(=O)(=O)c2ccc(N/C=C\C(=O)c3cccc4ccccc34)cc2)c1C,i,-10,-2,0,20,-29,8,-2,-1,-7
CCC(C)Sc1nc2c([nH]c3ccccc32)c(=O)n1C (stereo unspecified),i,?,6,1,16,-3,-2,2,-2,23
Cc1cc(NC(=O)CSc2ncnc3sc(C)c(C)c23)no1,i,-24,-3,-1,-1,-4,3,-19,-2,-12
COc1ccc(Cc2nnc3sc(SCC(=O)Nc4ccccc4)nn3c2=O)cc1OC,i,0,·,·,20,·,2,15,1,4
Nc1ccccc1SCCS(=O)(=O)c1ccc(Cl)cc1,i,22,-21,-4,32,-37,-2,-2,-2,7
O=C(NCCc1ccccc1)c1ccc(Br)o1,i,35,-5,-3,-28,-57,1,-93,1,21
Cc1cc(CNC(=O)C2(C(F)(F)F)CC(CCCO)CCCO2)nn1C (stereo unspecified),i,7,·,·,4,·,-6,-6,-1,-3
CCn1ncc(/C=C/C(=O)NCc2cn(C)nc2C)c1C,i,7,7,2,6,-8,-4,10,-2,-1
NC(=O)Cn1nnc(-c2ccc(C(F)(F)F)cc2)n1,i,-2,8,1,17,-20,2,-13,-1,-11
Cc1nn(Cc2ccccc2)c(C)c1NS(=O)(=O)c1ccccc1,i,0,-5,-2,-4,-23,-3,14,1,-1
CC(C)n1c(-c2ccco2)csc1=Nc1cccnc1,i,5,12,5,3,20,-4,-38,-1,5
Brc1ccccc1C1Nc2cccc3cccc(c23)N1,i,-5,-2,12,4,-51,3,13,-4,2
CCCCOC1(c2ccccc2)NC(=S)NN=C1c1ccccc1 (stereo unspecified),i,9,-8,-2,1,-36,1,24,-6,-3
O=C(OCC1CC(c2ccccc2)=NO1)c1ccc(Br)cc1 (stereo unspecified),i,15,2,5,27,-19,1,-2,-1,-6
Cc1ccccc1N1CC(O)(c2ccccc2)[N+]2=C1SCC2 (stereo unspecified),i,-3,-6,0,3,-21,1,6,0,2
COc1ccc(-c2nc3cc(C)ccn3c2NC(=O)c2c(F)cccc2Cl)cc1,i,-1,-2,0,8,-41,-1,5,-3,-5
CCC(=O)Nc1nc(C)c(-c2csc(Nc3ccccn3)n2)s1,i,14,-1,-7,15,-107,-8,-122,7,-11
COc1ccccc1NC(=S)N(CCN1CCCCCC1)Cc1cccs1,i,11,-6,3,5,-17,1,-21,-2,-7
COc1ccc(C(=O)N2CCC(C(=O)NC3CC3)CC2)cc1,i,20,-1,-4,13,-30,-2,-3,-2,-1
O=C(c1ccncc1)N1CCCC(N2CCN(c3cccc(C(F)(F)F)c3)CC2)C1 (stereo unspecified),i,15,-6,-5,13,-29,5,18,0,-2
CN(c1ccccc1)S(=O)(=O)c1ccc(C(=O)Nc2ncccc2O)cc1,i,-5,·,·,-2,·,-3,-21,-5,-4
CCc1ccc(CNn2cnnc2SCC(=O)NC(C)(C)C)cc1,i,-17,2,-2,17,8,1,37,-1,2

# Laid out differently: entries from further up
SMILES	PolyA inh	HSF-1 act	IEC-6 tox	HSP90 inh	AI-2 QS mod	KLF5 inhibitor	GSK3B inh	aSyn UTR inh	GSK3 alpha inh	HSF1 inhib
O=C(COC(=O)Cc1n[nH]c(=O)c2ccccc12)Nc1cccc(C(F)(F)F)c1	i	1	3	4	-60	-17	0	0	0	-2
CN(c1ccccc1)S(=O)(=O)c1ccc(C(=O)Nc2ncccc2O)cc1	i	-5	·	·	-2	·	-3	-21	-5	-4
CCC(C)Sc1nc2c([nH]c3ccccc32)c(=O)n1C (stereo unspecified)	i	?	6	1	16	-3	-2	2	-2	23
C=CCOc1c(CNc2ccc(S(N)(=O)=O)cc2)cccc1OC	i	-19	-10	-5	·	-1	·	-7	-1	-2
COc1cscc1C(N)=O	i	-9	-2	1	0	-8	-1	2	-1	-6
COc1ccc(Cc2nnc3sc(SCC(=O)Nc4ccccc4)nn3c2=O)cc1OC	i	0	·	·	20	·	2	15	1	4

# Some of the entries above in another layout:
Molecule	PolyA inh	HSF-1 act	IEC-6 tox	HSP90 inh	AI-2 QS mod	KLF5 inhibitor	GSK3B inh	aSyn UTR inh	GSK3 alpha inh	HSF1 inhib
NC(=O)Cn1nnc(-c2ccc(C(F)(F)F)cc2)n1	i	-2	8	1	17	-20	2	-13	-1	-11
Cc1nn(Cc2ccccc2)c(C)c1NS(=O)(=O)c1ccccc1	i	0	-5	-2	-4	-23	-3	14	1	-1
CC(C)n1c(-c2ccco2)csc1=Nc1cccnc1	i	5	12	5	3	20	-4	-38	-1	5
Brc1ccccc1C1Nc2cccc3cccc(c23)N1	i	-5	-2	12	4	-51	3	13	-4	2
CCCCOC1(c2ccccc2)NC(=S)NN=C1c1ccccc1 (stereo unspecified)	i	9	-8	-2	1	-36	1	24	-6	-3

# (more compounds)
SMILES,PolyA inh,HSF-1 act,IEC-6 tox,HSP90 inh,AI-2 QS mod,KLF5 inhibitor,GSK3B inh,aSyn UTR inh,GSK3 alpha inh,HSF1 inhib
Cc1sc2nc(CN3CCOCC3)nc(Cl)c2c1C,i,3,2,2,9,2,1,-25,-1,5
COc1cccc(NC(=O)CSc2ccc3nnc(-c4cccnc4)n3n2)c1,i,3,3,-3,15,-26,2,9,0,-10
Cc1cnc(C(=O)OCC(=O)N2c3ccccc3NC(=O)C2(C)C)cn1,i,19,-1,1,14,-18,-9,-4,0,6
O=C(O)C1C2CCC(C2)C1C(=O)NCc1ccco1 (stereo unspecified),i,-6,-1,-4,17,1,3,-6,1,-4
O=c1[nH][nH]c(-c2ccccc2O)c1C(C[N+](=O)[O-])c1ccccc1 (stereo unspecified),i,228*,-2,-1,?,0,0,-6,2,165
Cc1ccc(CN2CCN(/N=C/c3cccnc3)CC2)c(C)c1,i,-12,2,-1,0,-27,0,1,-1,0
COc1cc(C(=O)N2CCC(NC(=O)C(Cc3ccc(C)cc3)NC(C)=O)CC2)cc(OC)c1OC (stereo unspecified),i,-5,-1,-1,11,-23,3,-1,-2,-4
O=C1CCc2cc(S(=O)(=O)N3CCC(C(=O)NCc4ccccc4Cl)CC3)ccc2N1,i,-3,-6,0,17,-32,2,6,0,-4
